# Screening results: PubChem, several laboratories
# EP2 mod – EP2 receptor (human) modulation; EP2-expressing cells, cAMP HTRF FRET, PGE2 co-stimulation; induction, % at 25 µM; hit rate 0.83% among 260,000; AID 940;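 active means compounds whose cAMP rise, as percent of the full-agonist control response, exceeds 60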;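 further: rat C6 glioma line stably carrying human EP2 under a CMV promoter; the protocol text gives 20 µM as final concentration; 100% = response of wells given 1 µM PGE2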
# Target sequence (P43116 whole entry, looked up): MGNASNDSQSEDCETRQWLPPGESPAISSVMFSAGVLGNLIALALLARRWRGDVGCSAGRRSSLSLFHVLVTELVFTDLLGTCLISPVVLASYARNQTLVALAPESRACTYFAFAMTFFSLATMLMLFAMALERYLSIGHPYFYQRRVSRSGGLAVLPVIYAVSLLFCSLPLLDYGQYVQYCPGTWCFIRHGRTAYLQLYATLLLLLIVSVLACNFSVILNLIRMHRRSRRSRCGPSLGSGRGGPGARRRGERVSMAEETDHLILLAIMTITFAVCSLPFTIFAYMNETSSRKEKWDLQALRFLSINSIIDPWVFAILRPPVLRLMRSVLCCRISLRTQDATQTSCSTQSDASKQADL
# TRPML3 ag – human mucolipin-3 channel agonism; Q8TDD5; HEK293 TRPML3-YFP, Fluo-8 calcium fluorescence; 100% = the carbachol control signal; activation, % at 3 µM; hit rate 0.29% among 220,000; AID 1448;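 active means activation above its plate's cutoff, the mean activation of the plate's test wells plus 3 SD, cut at about 12% in these data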;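 further: 0% = DMSO only wells and 100% = carbachol wells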
#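 Material: HEK293 cells stably carrying human TRPML3-YFP; compound dosing: single dose, 3 µM final nominal compound, 0.3% DMSO final; incubation: 1-h 37 °C dye load, 5-s basal, 120-s post-compound reads; technique: Fluo-8 intracellular calcium fluorescence, excitation 470-495 nm, emission 515-575 nm; read-out basis: percent activation from peak-to-basal fluorescence ratio, scaled between DMSO and carbachol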
# S1P4 agonist – agonists of human S1P4 receptor | activation, % at 4.98 µM | O95977 | S1P4-expressing cell line, agonist reporter assay | hit rate 0.35% among 220,000; in the data active means activation above about 11%;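 further: 0% = DMSO vehicle and 100% = reference agonist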
# TRPN1 ag – zebrafish TRPN1 (NompC) channel agonism | hit rate 0.18% among 220,000 | activation, % at 3 µM | HEK293 zebrafish TRPN1-YFP, Fluo-8 calcium fluorescence; 100% = response to 87 µM carbachol;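 active means activation above its plate's cutoff, the mean activation of test wells on that plate plus 3 SD, cut at about 19% in these data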;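 further: 0% = DMSO alone and 100% = 87 µM carbachol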
#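 Material – zebrafish TRPN1-YFP in HEK293 cells · Doses – 3 µM single point · Schedule – dye 1 h 37 °C plus 30 min RT · Signal – Fluo-8 calcium fluorescence, excitation 470-495 nm, emission 515-575 nm · Read-out – % activation versus carbachol response · Control set – carbachol high, DMSO low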
# CHOP inh – inhibitors of CHOP induction in ER stress response; CHO-K1 CHOP-promoter luciferase, tunicamycin-induced, 15-18 h; inhibition, % at 10 µM; hit rate 3.8% among 220,000; AID 2732;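 active means compounds that reduced the stress-induced luciferase reporter signal by more than about 70% of percent inhibition, limit read from the data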;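 further: 0% = tunicamycin plus vehicle and 100% = wells without tunicamycin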
# NPY-Y1 PAM-ag – human NPY-Y1 potentiation or agonism, primary screen; NPY-Y1 expressing cells, potentiator/agonist activation; activation, % at 3.6 µM; hit rate 0.37% among 220,000; in the data active means activation above about 33%, passing the limit was not always enough;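 further: cells stimulated with NPY at EC10 then isoproterenol at EC100; 0% = low agonist plus stimulus and 100% = saturating agonist plus stimulus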
# NPY Y1 blocker – NPY-Y1 (human) receptor antagonism; inhibition, % at 3.6 µM; P25929; hit rate 1% among 200,000; HEK293-CNG Y1 cells, membrane potential fluorescence; NPY at EC95, then isoproterenol;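 active means inhibition above the campaign mean inhibition of all tested compounds plus 3 SD, cut at about 20% in these data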;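 further: 0% = DMSO wells given NPY plus isoproterenol and 100% = isoproterenol alone without NPY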
#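 Material: Y1- and CNG-channel-expressing HEK293 cells / Probe or stimulus: NPY 25 nM then isoproterenol 1 µM plus Ro 20-1724 25 µM / Doses: 3.6 µM single dose, DMSO 0.4% / Schedule: compound incubation 1 h at room temperature, readout 45 min post-stimulation / Signal: membrane potential fluorescence / Benchmarks: isoproterenol-only wells as full block versus NPY-plus-isoproterenol wells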
# S1P4 antag – antagonists of human S1P4 receptor; O95977; S1P4-expressing cells, antagonist mode, reporter read-out; inhibition, % at 4.98 µM; hit rate 0.26% among 220,000; AID 1510; in the data active means inhibition above about 29%;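 further: 0% = wells stimulated with agonist and 100% = vehicle wells without agonist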
# NPY-Y2 PAM-ag – potentiates or activates human NPY-Y2 receptor; activation, % at 3.6 µM; cells expressing NPY-Y2, potentiator/agonist read-out; AID 1359; P49146; hit rate 0.45% among 220,000; in the data active means activation above about 27%;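 further: cells stimulated with NPY near EC25 plus isoproterenol at EC100; 0% = vehicle plus submaximal agonist and 100% = vehicle plus saturating agonist; some results beyond the cut were filed as inactive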
# Target sequence (P49146 whole entry, looked up): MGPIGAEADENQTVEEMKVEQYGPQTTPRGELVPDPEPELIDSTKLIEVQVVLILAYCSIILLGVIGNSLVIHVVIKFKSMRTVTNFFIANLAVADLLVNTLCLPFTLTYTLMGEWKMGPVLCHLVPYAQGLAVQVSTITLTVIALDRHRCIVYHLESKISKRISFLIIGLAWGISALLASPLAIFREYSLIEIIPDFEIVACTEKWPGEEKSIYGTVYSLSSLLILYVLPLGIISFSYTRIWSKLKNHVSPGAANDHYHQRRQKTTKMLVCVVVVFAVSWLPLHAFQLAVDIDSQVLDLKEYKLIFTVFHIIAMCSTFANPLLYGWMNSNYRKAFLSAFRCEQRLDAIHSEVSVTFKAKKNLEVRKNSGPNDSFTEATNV
# Numbers without * were called inactive; x = no result given; & = joins results of further samples.
item	mol	CHOP inh	S1P4 agonist	S1P4 antag	NPY-Y1 PAM-ag	TRPML3 ag	NPY Y1 blocker	EP2 mod	TRPN1 ag	NPY-Y2 PAM-ag
1	COc1ccc(N=C2NC(=O)/C(=C/c3ccco3)S2)cc1	-3.2	-0.6	-0.4	-7.1	-0.7	x	9.1	-0.5	4.1
2	CC(=O)OCc1c(F)c(F)c(-n2nc(C)cc2C)c(F)c1F	9.3	-1.5	-4.9	-5.8	0.2	-2.2	16.2	-1.4	19.2
3	C=CCc1cccc2cc(C(=O)Nc3cccc(C(=O)O)c3)c(=O)oc12	-43.5	0.3	-12.8	-3.4	0.8	x	100.5*	1.1	-5.8
4	CCN(CC)CCOc1c(Br)ccc2c1sc1nc3n(c(=O)c12)CCC3	-14.6	-2.2	-23.2	2.4	1.2	0.6	-10.1	2.1	6.9
5	Clc1ccc(CN2CCCCCCC2)cc1	22.5	-0.9	6.2	17.9	-0.3	2.8	19.6	2.9	-2.4
6	Cc1ccc(C)c(Cc2c(C)nc(C)[nH]c2=O)c1	46.3	-0.3	-16.9	-4.2	0.2	8.5	20.4	-0.1	-13.0
7	O=C(c1ccccc1NS(=O)(=O)c1cccc([N+](=O)[O-])c1)N1CCOCC1	-8.3	-1.2	-0.9	11.1	0.3	5.3	10.6	0.6	16.5
8	C=CCCCCCCCCc1nc(SCC(=O)O)n[nH]1	2.6	0.3	5.2	12.7	1.3	x	-4.8	1.8	-1.7
9	O=[N+]([O-])c1ccc(NC(=S)NCc2ccncc2)cc1	3.1	2.2	0.9	-0.4	2.8	-0.7	-39.1	6.2	13.4
10	CN(C(=O)/C=C/c1cnc2ccccc2c1)C1CCCCC1	22.9	0.2	-19.1	16.8	-0.7	6.5	-33.5	0.4	2.6
11	Cc1ccc(C(C#N)N2CCOCC2)cc1 (stereo not given)	18.9	2.2	2.7	2.5	0.4	2.6	15.0	0.0	9.5
12	COc1ccccc1/C=N/N(C(C)=O)c1nc(-c2ccc(F)cc2)cs1	66.3	1.9	-10.6	-16.2	-0.4	2.7	73.2*	0.1	-8.3
13	Nc1nonc1C(=O)NCCNCc1c(OCc2ccccc2F)ccc2ccccc12	73.3*	2.0	5.6	-69.3	0.5	33.8*	-26.1	-2.8	-30.9
14	O=C(NCc1ccco1)c1ccc(Cn2cc([N+](=O)[O-])cn2)o1	-22.9	-1.6	1.1	-4.2	0.4	5.2	18.4	-0.5	-8.9
15	CCOC(=O)N1CCN(C(=O)c2ccc(N(Cc3ccc(C)cc3)S(C)(=O)=O)cc2)CC1	7.6	-1.6	-3.4	14.8	1.1	11.2	13.2	-0.7	-1.2
16	O=C(COc1ccc(Nc2ccccc2)cc1)OCC(=O)N1CCCCC1	3.8	-0.5	1.8	3.6	-0.8	x	-22.4	-0.2	6.1
17	Cc1ccc(C)n1-c1nn(S(=O)(=O)c2cccc3cccnc23)c2cccc(F)c12	31.4	1.0	5.2	5.4	0.2	x	37.9	-0.4	-0.9
18	O=C(Nc1ccncc1)c1cccs1	43.7	-0.2	-5.4	-0.6	0.3	7.7	3.0	0.6	0.2
19	CC(C1CC1)N(Cc1ccccc1)C(=S)Nc1ccccc1 (stereo not given)	5.2	-0.9	9.9	6.1	0.8	7.4	11.8	-0.5	1.0
20	O=C1N/C(=N\N=C\c2cccs2)SC1Cc1ccc(Cl)c(Cl)c1 (stereo not given)	16.1	-1.0	-1.9	-3.1	0.7	2.9	-2.3	2.3	0.3
21	CC(/C=N/NC(=O)c1ccncc1)=C\c1ccco1	-7.4	0.9	-0.1	5.2	0.9	-2.7	7.9	-0.1	8.3
22	COC(=O)c1ccc(CSc2nnc(-c3c[nH]c4ccccc34)n2C)o1	4.0	2.0	-12.1	8.0	-1.1	1.2	-1.7	-0.1	12.2
23	CC(=O)Nc1nc(-c2ccccc2)c(-c2ccccc2)o1	49.3	-0.3	-11.0	12.0	0.5	-2.9	6.0	-2.4	-8.2
24	O=C(Cc1ccccc1)N1CCN=C1SCc1cccc([N+](=O)[O-])c1	23.1	2.1	-16.9	19.1	0.2	-3.6	-9.2	1.5	4.2
25	CCN1C(=O)c2cccc3c(S(=O)(=O)Nc4ccccc4OC)ccc1c23	45.3	3.8	-15.6	7.6	123.0*	0.1	-11.8	46.4*	10.8
26	COC(=O)c1c(C(C)=O)cnc2ccc(Br)cc12	9.3	0.0	-7.1	-19.5	0.5	5.5	26.9	1.6	-11.7
27	Cc1cc2ncn(CCC(=O)NC(C)(C)C)c2cc1C	12.4	0.2	-5.7	-0.9	-0.4	-4.0	1.1	0.9	-8.7
28	Nc1cccc(Oc2ccc3c(c2)C(=O)N(CC2CCCO2)C3=O)c1 (stereo not given)	5.2	-0.6	-1.7	13.9	-0.1	x	-23.0	2.3	14.7
29	Nc1c(Cl)ncnc1N/N=C/c1cccc(O)c1	-23.0	1.7	-7.3	1.3	0.6	x	-21.8	2.4	6.3
30	CCS(=O)(=O)c1nc(S(=O)(=O)c2ccc(Cl)cc2)c(NCCOC)s1	25.1	-0.1	-6.5	4.0	-0.1	0.0	-10.8	1.6	11.4
31	CCc1nnc(NC(=O)CSc2nc(-c3ccccc3)nc3ccccc23)s1	90.3*	-0.1	-12.0	10.5	-0.6	2.7	11.7&25.4	1.0	-11.8
32	COc1cnn(-c2ccccc2)c(=O)c1OC	-0.1	-0.8	13.1	4.3	0.6	x	30.0	-0.1	-5.3
33	CSC1=NCCN1S(=O)(=O)c1ccc(C)cc1	-4.7	-1.1	-5.8	18.7	0.0	-2.8	-17.5	-0.5	-9.0
34	COC(=O)c1[nH]c2cccc(C)c2c1NC(=O)CN1CCN(C(=O)c2ccco2)CC1	-14.6	1.4	-25.6	-26.9	1.0	-9.5	13.4	0.3	16.2
35	CCO[C@H]1OC(C(=O)NCc2nc3ccccc3[nH]2)=C[C@@H](C2CC2)[C@@H]1CCCO	-0.1	0.4	5.1	-9.4	0.5	11.0	23.6	1.2	-37.7
36	OCCCNC(=S)Nc1ccc(Nc2ccccc2)cc1	4.4	-0.8	3.8	15.4	0.8	-6.0	-12.2	0.0	-19.0
37	CCOC(=O)c1c(C)[nH]c(C)c1C(=O)Cn1nnc(-c2ccccc2C)n1	46.2	-3.5	0.8	-7.1	0.8	-2.8	12.1	-0.2	4.3
38	C[N+]12CCC(CC1)C(OC(=O)C(O)(c1ccccc1)c1ccccc1)C2 (stereo not given)	3.4	1.4	-4.8	17.1	0.4	1.3	30.5&16.9	-0.9	-1.1
39	CN(CCC#N)C(=O)COC(=O)c1ccc(CNS(=O)(=O)c2ccc(F)c(Cl)c2)cc1	18.6	2.1	-14.9	19.2	0.6	-6.8	6.0	0.4	0.4
40	COc1ccc2c(c1)[nH]c1c(=O)n(CC3CCCO3)cnc12 (stereo not given)	4.2	2.4	-10.9	11.2	0.8	-3.0	-19.4	2.6	9.7
41	Cc1cc(C)c(C)c(S(=O)(=O)N2CCN(c3ccc(O)cc3)CC2)c1C	53.9	1.3	-3.4	-6.8	0.5	7.2	-20.9	-0.2	-28.6
42	CC(=O)N/C(=C\c1ccccc1)C(=O)Nc1ccccc1C	1.2	0.9	-11.3	-12.6	0.6	2.5	3.3	0.5	3.8
43	NC(=O)c1sc2nc(-c3ccco3)ccc2c1N	26.7	0.2	-32.5	10.6	1.0	-3.1	-14.1	0.6	-4.7
44	Cc1ccc(C(=O)Nc2ccccc2C(=O)NC(CC(=O)O)C(=O)O)cc1 (stereo not given)	-2.8	0.4	-0.7	-10.6	0.6	-0.2	11.2	-0.7	17.9
45	Cc1ccccc1NC(=S)NCc1cccs1	-1.2	-1.5	-2.7	-16.4	0.0	3.4	8.9	-0.6	-14.9
46	CCOc1cc(S(=O)(=O)N(CC)CC)c(OCC)cc1-n1cnnn1	-13.8	0.8	-9.9	-24.9	0.7	4.3	12.5	0.5	-1.5
47	O=C(OCc1nnc(-c2ccccc2)o1)C1CCN(S(=O)(=O)c2cccs2)CC1	0.0	-2.5	-6.1	6.9	-0.1	0.3	14.1	-0.9	-6.1
48	C/C=C/C(=O)Nc1ccc(N2CCN(c3ccc(C(F)(F)F)cn3)CC2)nc1	1.1	1.6	-6.9	22.4	1.1	x	-17.8	2.7	2.2
49	CC(=O)Nc1ccc(/C=N/NS(=O)(=O)c2cc(C)ccc2C)cc1	23.6	0.3	-8.0	17.2	0.8	x	-14.1	0.5	3.9
50	CCOC(=O)C(Cc1ccc(OC)c([N+](=O)[O-])c1)NC(=O)CCC(=O)Nc1ccc(C)cc1 (stereo not given)	13.4	-1.6	-5.5	6.3	1.0	1.5	17.9	0.2	5.1
51	O=C(NC1=NCCS1)NC12CC3CC(CC(C3)C1)C2	-12.7	2.9	-25.2	-1.0	0.8	-6.2	7.6	2.0	19.9
52	CC(NC(=O)C1CCC1)c1ccccc1 (stereo not given)	22.7	-2.2	-2.7	-1.8	1.4	4.5	17.0	-0.3	2.5
53	Cc1cccc(C)c1OCC(=O)Nn1c(=O)[nH]c2ccccc2c1=O	8.4	-1.2	11.8	0.6	1.1	0.5	39.4	0.9	-4.9
54	COc1ccccc1NC(=O)CN1CCN(c2ccccc2F)CC1	9.4	2.9	-19.2	2.6	-0.6	6.3	-12.5	-0.5	-25.2
55	C=C(C)CSC1=C(C#N)C(c2ccccc2)CC(=O)N1 (stereo not given)	x	-0.7	-16.6	-1.0	-0.1	-0.4	x	0.3	11.2
56	Cc1cccc(SCC(=O)Nc2ccccc2[N+](=O)[O-])c1	16.9	0.6	-12.2	8.5	-0.6	2.2	30.0	-1.5	8.4
57	COc1ccc(C2c3c(oc4ccccc4c3=O)C(=O)N2c2ccccn2)cc1 (stereo not given)	24.1	-0.8	-27.8	9.8	1.3	-0.4	15.7	0.9	1.0
58	Cc1cccc(OCc2nc(-c3ccc(Br)o3)no2)c1	55.2	1.6	15.1	-13.5	0.2	10.4	12.3	-0.5	-5.7
59	CCOc1ccccc1C(=O)Nc1nnc(SCC(=O)N2CCOCC2)s1	-8.8	-2.0	-14.4	-10.4	1.0	2.4	-25.5	2.1	-15.4
60	N#Cc1c(Nc2ccccc2Cl)s[nH]c1=O	55.1	1.3	1.8	16.1	0.0	x	7.2	-0.8	7.8
61	COC(=O)C1=C2SC(C)C(=O)N2C(N)=C(C#N)C1c1ccc(OC)c(OC)c1 (stereo not given)	25.0	0.2	-1.4	-18.8	-0.1	1.7	26.5	-0.1	-1.5
